# Bioassay records as filed in PubChem.
# All columns: NCI-60 one-dose screen, growth in % after 48 h at 10 µM unless noted; 100 = growth as untreated, 0 = no growth, -100 = all killed.
# UACC-257 – UACC-257 melanoma. actives 4.4% (n = 78,000)
# M14 – M14 melanoma. AID 1794745. actives 6.2% (n = 80,000)
# SK-MEL-5 – SK-MEL-5 melanoma. actives 6.4% (n = 80,000)
# UACC-62 – UACC-62 melanoma. actives 5.4% (n = 81,000)
# A549/ATCC – A549/ATCC NSCLC; actives 3.7% (n = 81,000); AID 1794740
# MDA-MB-435 – MDA-MB-435 melanoma; AID 1794794; actives 7.8% (n = 82,000)
# SK-MEL-28 – SK-MEL-28 melanoma | actives 4.1% (n = 81,000) | AID 1794761
# SK-MEL-2 – SK-MEL-2 melanoma; actives 4.7% (n = 77,000); AID 1794763
# Starred values were filed as active, the others as inactive; . = no result given; & = joins results of further samples. The calls were made as follows: active = growth percent below 10; inactive = the rest.
SMILES,UACC-257,M14,SK-MEL-5,UACC-62,A549/ATCC,MDA-MB-435,SK-MEL-28,SK-MEL-2
Brc1nc(Br)c(Br)[nH]1,88,107,93,101,86,95,107,.
COc1cc(C(=O)O)cc(Cl)c1O,100,107,105,94,98,110,114,108
Cc1nn(-c2ccccc2)c(N2CCCC2)c1-c1nc2ccc(C(=O)NN)cc2[nH]1,115,104,101,100,97,105,110,106
CN(C)c1ccnc2c1ccn2C(=O)NS(=O)(=O)c1ccccc1,114,101,106,116,103,100,113,99
Oc1ccccc1CN1CCN(C(c2ccccc2)c2ccccc2)CC1,115,107,102,105,84,104,109,97
c1ccc([P+](CCSCCSCC[P+](c2ccccc2)(c2ccccc2)c2ccccc2)(c2ccccc2)c2ccccc2)cc1,93,90,98,82,100,97,103,103
COc1ccc(C2C=C(c3ccc(Cl)c(Cl)c3)N=C3SC(C)=CN32)cc1OC (stereo not given),80,71,85,83,59,69,62,79
O=[N+]([O-])c1ccc(Nc2nc(NCCN3CCOCC3)ncc2[N+](=O)[O-])cc1,109,95,96,84,99,98,98,94
CCOC(=O)c1c(Nc2ccccc2)nn(CC(O)c2ccccc2)c1N (stereo not given),104,98,97,78,94,106,107,99
CC(=O)O[C@H]1C(=O)[C@@]2(C)[C@H]([C@H](OC(=O)c3ccccc3)[C@]3(O)C[C@H](OC(=O)[C@H](OC(=O)CCC(=O)OC4CCC(S/N=C(N)/N=C(\N)N(C)C)CC4)[C@@H](NC(=O)c4ccccc4)c4ccccc4)C(C)=C1C3(C)C)[C@]1(OC(C)=O)CO[C@@H]1C[C@@H]2O (stereo not given in full),58,30,.,.,28,5.8*,.,13
O=S(=O)(NCCCNc1nccc(-n2cnc3ccccc32)n1)c1ccc(Br)cc1,100,.,54,77,95,93,102,105
C#C[C@]1(O)CC[C@H]2[C@@H]3CC=C4c5sc(Nc6ccc(C(F)(F)F)cn6)nc5CC[C@]4(C)[C@H]3CC[C@@]21C,-3.7*,-21*,-97*,-46*,7.1*,1.2*,-16*,-27*
Cc1cc[n+](CCCCCCCCCC[n+]2ccc(C)cc2)cc1,106,98,93,93,73,102,101,98
C/C(=C/c1ccccc1O)c1ccc2ccccc2[o+]1,113,.,101,90,105,105,106,103
Cc1ccccc1NCCOC(=O)Nc1ccccc1Cl,105,96,98,98,95,109,112,87
Cc1ccc([C@@H]2C[C@@H]3Cc4cc(Br)c5ccccc5c4N2O3)o1,92,104,112,66,85,93,97,91
COC(=O)CC1(CC(N)=O)SCCS1,103,114,27,97,95,75,122,114
CCOC(=O)N1C(=O)NC(=O)C1c1ccccc1 (stereo not given),99,105,96,95,97,.,91,113
O=C(O)CCC(=O)OCc1ccccc1,107,.,107,100,100,113,111,.
Cn1c(=O)c2c(nc(CCc3ccccc3)n2C)n(C)c1=O,112,105,105,89,103,112,113,99

# Taken from above.
# Entry of Oc1ccccc1CN1CCN(C(c2ccccc2)c2ccccc2)CC1 in UACC-257: 115
# Entry of Cc1cc[n+](CCCCCCCCCC[n+]2ccc(C)cc2)cc1 in SK-MEL-5: 93
# Entry of C/C(=C/c1ccccc1O)c1ccc2ccccc2[o+]1 in SK-MEL-5: 101
# Entry of O=S(=O)(NCCCNc1nccc(-n2cnc3ccccc32)n1)c1ccc(Br)cc1 in MDA-MB-435: 93
# Entry of CCOC(=O)c1c(Nc2ccccc2)nn(CC(O)c2ccccc2)c1N (stereo not given) in MDA-MB-435: 106
# Entry of O=[N+]([O-])c1ccc(Nc2nc(NCCN3CCOCC3)ncc2[N+](=O)[O-])cc1 in SK-MEL-28: 98
# Entry of CCOC(=O)N1C(=O)NC(=O)C1c1ccccc1 (stereo not given) in A549/ATCC: 97

# (continued)
SMILES,UACC-257,M14,SK-MEL-5,UACC-62,A549/ATCC,MDA-MB-435,SK-MEL-28,SK-MEL-2
CCCC(N)=O,100,116,104,107,104,104,100,111
CCCCCC(C)N (stereo not given),105,101,101,.,107,105,108,100
O=S(=O)(NCCCNc1nccc(-n2ccc3cccnc32)n1)c1ccc(F)cc1,109,103,111,96,100,104,102,111
Cc1csc(NC(=O)c2sc3nc(-c4cccs4)ccc3c2N)n1,109,.,92,98,95,108,115,87
O=C1CC(c2cccc(F)c2)c2cnn(Cc3ccc4c(c3)OCO4)c2N1 (stereo not given),.,102,78,83,71,111,119,103
Nc1ccc(NS(=O)(=O)c2ccccc2)cc1,99,101,99,96,98,104,101,109
Nc1ccc(O)c(O)c1O,107,104,99,103,100,101,112,107
O=C1C=CC(=O)N1c1cccc2c1CCCC2,103,110,102,99,104,89,99,.
CCN1C(=O)N(c2ccccc2)C2NC(=S)N(/N=C/C=C/c3ccccc3OC)C21 (stereo not given),22,11,-14*,33,24,-27*,58,51
OCCSc1ncnc2nc[nH]c12,95,114,109,107,97,104,115,106
OC(COc1ccccc1Cl)CN1CCN(c2cccc(Cl)c2)CC1 (stereo not given),93,98,102,99,101,109,107,106
N#CC(C#N)=Cc1ccc(Oc2ccccc2)cc1,83,93,98,98,83,99,104,105
CC(C)n1nc(C#Cc2cccc3cc(-c4cccc(C(F)(F)F)c4)ncc23)c2c(N)ncnc21,83,56,85,67,44,67,83,43
Clc1ccc(-n2on2-c2ccc(Cl)cc2)cc1,115,102,97,92,108,104,106,110
CCOC(=O)c1c(NC(=O)NCCc2c[nH]c3ccccc23)sc2c1CCCC2,97,97,92,85,91,101,105,115
N/C(=N\c1nc2ccccc2[nH]1)NC(=O)Cc1cccc2ccccc12,6.3*,107,82,82,70,94,87,66
C=C1CC[C@@H]2[C@](C)(COC(C)=O)[C@H](OC(C)=O)CC[C@@]2(C)[C@@H]1CC(Sc1ccccc1)C1=CCOC1=O (stereo not given in full),29,-4.2*,14,-1.8*,27,101,6.3*,-1.7*
COc1cc(OC)c(C(=O)/C=C/c2ccc(OC)c(OC)c2)c(OC)c1,89,99,89,86,89,96,111,92
CC(=O)Nc1cccc(-c2cccc(NS(=O)(=O)c3cccc4c(N(C)C)cccc34)c2)c1,45,62,36,70,56,64,88,65
CCc1ccc(Cc2ccccc2)cc1,104,99,106,102,86,99,117,94

# Profiles, looked up by structure.
# CCCC(N)=O in the list: UACC-257: 100; M14: 116; SK-MEL-5: 104; UACC-62: 107; A549/ATCC: 104; MDA-MB-435: 104; SK-MEL-28: 100; SK-MEL-2: 111
# CC(C)n1nc(C#Cc2cccc3cc(-c4cccc(C(F)(F)F)c4)ncc23)c2c(N)ncnc21 in the list: UACC-257: 83; M14: 56; SK-MEL-5: 85; UACC-62: 67; A549/ATCC: 44; MDA-MB-435: 67; SK-MEL-28: 83; SK-MEL-2: 43
# Cc1csc(NC(=O)c2sc3nc(-c4cccs4)ccc3c2N)n1 in the list: UACC-257: 109; M14: .; SK-MEL-5: 92; UACC-62: 98; A549/ATCC: 95; MDA-MB-435: 108; SK-MEL-28: 115; SK-MEL-2: 87

# Continued:
SMILES,UACC-257,M14,SK-MEL-5,UACC-62,A549/ATCC,MDA-MB-435,SK-MEL-28,SK-MEL-2
Cc1ccc(C(=O)NNC(=O)CSc2nc3c(c(=O)[nH]2)CCCC3)cc1,104,104,98,98,105,106,108,108
Cc1ccc(C(O)c2ccccc2)cc1 (stereo not given),.,100,94,105,.,100,107,123
Cc1ccc(S(=O)(=O)NC(=O)NN2CC3CCCC3C2)cc1 (stereo not given),101&103,105&105,98,100&109,104&98,110&102,114&116,106&110
FC(F)(F)c1cc(-c2nnc3n2NC(N2CCOCC2)CS3)cc(C(F)(F)F)c1 (stereo not given),106,108,90,91,92,102,115,130
Nc1ccc2c(c1)C(=O)c1cc(Cl)c(Cl)cc1-2,107,104,98,78,91,102,122,96
OCC[N+]1(Cc2ccccc2)CCC(C2CC[N+](CCO)(Cc3ccccc3)CC2)CC1 (stereo not given),96,108,102,100,87,110,106,.
O=C1O/C(=C2\OCc3ccccc32)c2ccccc21,109,103,93,87,98,118,112,103
CCCc1cc(=O)[nH]c(SC(C)c2nc3sc(C(=O)OCC)c(C)c3c(=O)[nH]2)n1 (stereo not given),111,96,85,103,95,112,103,62
COc1cc(-c2cn(-c3ccc(Cl)c(Cl)c3)c(=O)n2C(C)=O)cc(OC)c1OC,98,77,76,85,64,49,101,86
Cc1ccc(S(=O)(=O)NCCNc2nccc(-c3c(-c4ccccc4)nc4occn34)n2)cc1,85,62,44,55,42,42,81,80
Cn1c2ccccc2c2nn(Cc3ccccc3)c(=O)nc21,101,104,.,108,105,112,126,103
CCOC(=O)C1=C(C)NC(=O)NC1c1ccc(OCc2cn(-c3ccc(C(C)=O)cc3)nn2)c(OC)c1 (stereo not given),95,102,101,89,93,113,104,100
COc1ccc(N2CCN(c3nc(-c4ccccn4)nc4sc5c(c34)CCCCCC5)CC2)cc1,.,58,.,56,37,41,90,.
Nc1ccc(-c2ccc(F)cc2)c(F)c1NC(=O)N1Cc2nccnc2C1,69,98,94,66,99,93,83,90
COc1cc(C=C2C(=O)N(C)C(=O)N(C)C2=O)cc(CN2CCOCC2)c1O,106,100,95,97,102,107,106,103
S=C(NCCc1ccccc1)Nc1ccc(OCc2nc3ccc(Cl)cc3[nH]2)cc1,74,47,41,35,51,37,48,17
CC(Nc1ccc(S(=O)(=O)Nc2ncccn2)cc1)c1ccc2cccnc2c1O (stereo not given),109,99,110,103,103,101,102,104
NS(=O)(=O)c1ccc(NC(=S)/N=C\c2c(O)[nH]c(=O)[nH]c2=O)cc1,100,97,99,91,96,102,110,95
CCCCN(C(=O)CCl)c1ccccc1,102,108,97,94,102,108,113,108
CCN(CC)CCNS(=O)(=O)c1ccc(C)cc1,106,100,103,101,98,106,96,97
OC1c2ccccc2C=Cc2ccccc21,98,110,98,101,95,94,105,104
CC(=O)Nc1ccc(CCCCc2ccccc2)cc1,108,107,101,82,94,90,103,86
NC(=S)c1ncn(C2OC(CO)C(O)C2O)c1N (stereo not given),98,103,103,109,104,99,103,117
C=CCc1c(O)c(C=O)c(OC)c2c(=O)cc(-c3ccc(Cl)cc3)oc12,110,103,101,81,102,106,105,117
CCC(O)(CC)C(C(=O)O)c1ccccc1 (stereo not given),106,100,97,94,103,102,101,102
COc1nc2c(=O)[nH]c(N)nc2n1C1OC(CO)C(O)C1O (stereo not given),99,99,103,110,102,118,111,112
CCN(CC)CC(=O)N(CC)c1ccc(C)c(Cl)c1,89,100,98,98,86,103,108,99
CC(=O)Oc1cc(C)c(OC(C)=O)c(C)c1C,105,112,91,93,107,105,130,102
Cc1ccc2oc(=O)cc(-c3nnc(N)o3)c2c1,107,103,95,88,106,92,104,112
Cc1[nH]c(C2CC(c3ccccc3)=NN2C(=O)C2CCC2)c(C)c1C(=O)NCC(F)(F)F (stereo not given),104,100,98,92,101,102,105,110
O=C(N/N=C/c1ccccc1O)C(O)c1ccccc1 (stereo not given),97,79,94,97,73,103,102,103
COc1ccc(/C=C(/C(C)=O)C(=O)c2ccccc2)cc1,.,101,100,96,101,94,96,.
O=C(Nc1ccc([N+](=O)[O-])cc1)Nc1nccnn1,114,117,134,102,103,115,95,95
CCN(CCNS(C)(=O)=O)c1ccc(N)c(C)c1,90,99&108,98&81,82&71,109,77&29,104&80,22
